ssDAF12 agonist – S. stercoralis DAF-12 nuclear receptor activators, primary screen, cell-based, luminescence, HEK293, GRIP1 co-expression, lit1-tk-luc; AID 652126, 2013; 370,000 tested, 1% active; HEK293 ssDAF-12/GRIP1 lit1-tk-luc reporter; % of 3 µM dafachronic acid response; activation, % at 6.8 µM; Nuclear hormone receptor DAF-12 (Strongyloides stercoralis);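 active means activation above the mean over all tested compounds plus 3 SD, cut at about 0.9% in these data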;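 further: 0% = DMSO-only wells and 100% = 3 µM delta7-dafachronic acid wells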
SMARCA2 activ – SMARCA2 (BRM) function activators, primary screen, cell-based, luminescence, high throughput. 370,000 tested, 1% active. MG213 cells, MMTV-luciferase reporter, dexamethasone, overnight. activation, % at 9.1 µM. AID 652017, 2013; in the data active means activation above about 7.8%;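 further: 0% = vehicle wells and 100% = reference activator wells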
DAX1 inh-1 – DAX1 (NR0B1) inhibitors, primary screen, cell-based, HEK293, Gal4-DAX1, luciferase luminescence; AID 504766, 2011; inhibition, % at 6.75 µM; 340,000 tested, 0.99% active; HEK293 Gal4-DAX1 luciferase reporter; Nuclear receptor subfamily 0 group B member 1 (Homo sapiens), P51843;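 active means inhibition above the mean over all tested compounds plus 3 SD, cut at about 4.2% in these data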;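 further: 0% = DAX1-transfected cells with DMSO and 100% = empty-vector control cells with DMSO; inhibition shows as a rise in luminescence from relieved DAX1 repression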
ADAM17 inh – ADAM17 inhibitors, primary screen, biochemical, QFRET | Disintegrin and metalloproteinase domain-containing protein 17 (Homo sapiens), P78536 | recombinant ADAM17, EDANS/DABCYL FRET peptide cleavage | inhibition, % at 6.95 µM | 370,000 tested, 0.83% active;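 active means inhibition above the mean of compounds lying between control limits plus 3 SD, set per campaign, cut at about 8.5% in these data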;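 further: 0% = DMSO-only wells as the low control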
Rev-erbA mod – modulators of Rev-erb alpha DNA binding, primary screen, biochemical, FITC-DNA, fluorescence polarization, uHTS; Rev-erbα–FITC-DNA binding, 90 min; activity, % at 10 µM; 370,000 tested, 0.79% active;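 active means activity above about 14%, limit read from the data; passing the limit was not always enough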;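 further: 0% = DMSO wells with 35 nM protein and 100% = DMSO wells with 750 nM protein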
Target sequence (P20393 whole entry, looked up): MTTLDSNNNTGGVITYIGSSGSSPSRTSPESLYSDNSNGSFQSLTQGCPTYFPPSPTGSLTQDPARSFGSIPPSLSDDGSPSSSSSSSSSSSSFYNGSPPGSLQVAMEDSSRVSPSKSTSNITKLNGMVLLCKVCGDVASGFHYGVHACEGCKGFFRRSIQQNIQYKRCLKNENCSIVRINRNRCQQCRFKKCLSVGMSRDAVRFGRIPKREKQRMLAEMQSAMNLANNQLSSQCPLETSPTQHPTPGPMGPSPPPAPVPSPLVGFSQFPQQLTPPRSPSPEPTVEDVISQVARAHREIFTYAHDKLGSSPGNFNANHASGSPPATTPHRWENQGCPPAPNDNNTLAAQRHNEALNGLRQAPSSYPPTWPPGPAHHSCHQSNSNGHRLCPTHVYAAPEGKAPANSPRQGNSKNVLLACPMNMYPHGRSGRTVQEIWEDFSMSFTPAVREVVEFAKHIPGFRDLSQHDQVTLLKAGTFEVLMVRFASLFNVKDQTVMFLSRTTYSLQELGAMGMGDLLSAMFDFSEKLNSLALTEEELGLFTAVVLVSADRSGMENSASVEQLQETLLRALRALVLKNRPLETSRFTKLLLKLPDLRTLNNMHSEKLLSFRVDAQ
hgDAF12 agonist – H. glycines DAF-12 receptor agonists, primary screen, cell-based, luminescence, HEK293, GAL4 fusion, UAS-luciferase | activation, % at 6.8 µM | 370,000 tested, 1.8% active | Nuclear hormone receptor DAF-12 (Heterodera glycines), GAL4 fusion | HEK293 GAL4-hgDAF12 UAS-luciferase reporter, agonist luminescence; normalized to butyrate control;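 active means activation above a cutoff set at the mean of all screened compounds plus 3 SD, cut at about 10% in these data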;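 further: 0% = DMSO wells and 100% = sodium butyrate wells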
PLCg1 inh – PLC-gamma1 enzyme inhibitors, primary screen, biochemical, fluorescence, purified enzyme; 370,000 tested, 0.84% active; AID 720700, 2013; 1-phosphatidylinositol 4,5-bisphosphate phosphodiesterase gamma-1 (Homo sapiens), P19174; fluorogenic substrate; inhibition, % at 12.2 µM; in the data active means inhibition above about 9.5%
hcDAF-12 act – H. contortus DAF-12 nuclear receptor activators, primary screen, cell-based, luminescence, HEK293, lit1-tk-luc reporter | activation, % at 6.8 µM | HEK293 hcDAF-12 lit1-tk-luc reporter; 0% DMSO, 100% Δ7-dafachronic acid | 370,000 tested, 1.4% active | AID 652067, 2013;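 active means activation above the mean of all tested compounds plus 3 SD, cut at about 5.5% in these data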;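 further: 100% = response to 3 µM Δ7-dafachronic acid high control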
PLC-beta3 inh – human PLC-beta3 inhibitors, primary screen, biochemical, fluorescence; inhibition, % at 12.2 µM; Purified PLC-beta3, fluorogenic substrate; 1-phosphatidylinositol 4,5-bisphosphate phosphodiesterase beta-3 (Homo sapiens), Q01970; 370,000 tested, 0.18% active; in the data active means inhibition above about 11%;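 further: 0% = median of compound wells on plate and 100% = full blocker control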
DAX1 inh-2 – DAX1 (NR0B1) inhibitors on StAR promoter, primary screen, cell-based, luminescence, SF-1 (NR5A1), full-length DAX-1; AID 652010, 2013; HEK293T StAR-luciferase reporter, SF-1/DAX-1 repression relief; 370,000 tested, 1.1% active; inhibition, % at 6.8 µM;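 active means inhibition above the mean over all tested compounds plus 3 SD, cut at about 3.6% in these data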;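 further: 0% = DAX-1 cells with DMSO and 100% = cells lacking DAX-1 with DMSO; higher inhibition means more luminescence from relief of DAX-1 repression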
MBD2 inh – inhibitors of MBD2 binding to methylated DNA, primary screen, biochemical, TR-FRET, DNA-binding domain, human | Methyl-CpG-binding domain protein 2 (Homo sapiens), Q9UBB5 | inhibition, % at 4.4 µM | AID 686964, 2013 | MBD2 binding to methylated oligonucleotide | 370,000 tested, 0.31% active; in the data active means inhibition above about 13%
Target sequence (Q9UBB5 whole entry, looked up, the tested form may be a part): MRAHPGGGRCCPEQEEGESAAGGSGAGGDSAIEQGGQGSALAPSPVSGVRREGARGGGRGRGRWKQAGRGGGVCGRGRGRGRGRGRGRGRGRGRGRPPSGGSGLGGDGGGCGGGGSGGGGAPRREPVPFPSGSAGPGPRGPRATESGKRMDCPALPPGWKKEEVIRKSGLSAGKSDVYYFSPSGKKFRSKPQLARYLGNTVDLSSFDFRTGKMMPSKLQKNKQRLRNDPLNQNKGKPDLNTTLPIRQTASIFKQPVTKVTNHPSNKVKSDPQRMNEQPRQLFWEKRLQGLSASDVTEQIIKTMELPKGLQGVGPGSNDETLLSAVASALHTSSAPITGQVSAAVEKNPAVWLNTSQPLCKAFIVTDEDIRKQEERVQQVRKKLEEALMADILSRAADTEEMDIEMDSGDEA
* hit, by the source's call; i = inactive; . = not tested or not shown; & = joins results of further samples.

SMILES	ssDAF12 agonist	SMARCA2 activ	DAX1 inh-1	ADAM17 inh	Rev-erbA mod	hgDAF12 agonist	PLCg1 inh	hcDAF-12 act	PLC-beta3 inh	DAX1 inh-2	MBD2 inh
COc1ccc2[nH]c3c(c2c1)CCN1C(=O)N([C@@H](C)C(=O)NC2CCCC2)C(=O)[C@]31C	-1.6	0	2.5	-3	-3	-2.8	-5	0.3	-3	-0.4	0
O=c1c2cc(NC(=S)NCc3ccccn3)ccc2nc2n1CCCCC2	-1.4	-2	0.2	-10	-9	1.9	-6	0.3	-11	0.8	-1
O=C(CCC1CCCCC1)Nc1ccccc1O	-1.0	2	2.3	0	-2	8.5	2	3.1	-1	0.4	0
CC1=NN(C(C#N)c2ccc(F)cc2)C(c2ccccc2)C1 (stereo not drawn)	-1.3	0	2.0	-2	-1	-2.9	-2	-1.5	-7	0.2	2
COc1ccc(CCc2ccc3ccccc3n2)cc1	-0.5	2	1.7	-1	-2	14*	-3	3.1	2	5.7*	-3
COc1ccc(NS(=O)(=O)c2cccc(C(=O)N/N=C(\C)c3ccc(-n4ccnc4)cc3)c2)cc1	-1.3	-1	1.4	-2	-3	-1.4	-6	-0.3	-6	-0.6	-1
O=C(Nc1ccc(Br)cc1)NC1CCCCCCC1	-0.2	5	1.9	1	0	11*	3	0.7	-6	5.1*	3
O=C(COC(=O)c1ccc2ccccc2n1)Nc1ccccc1Br	-0.5	2	1.0	-6	1	6.0	-2	2.4	1	0.3	-1
O=C1NC(=O)/C(=C\c2ccc(Br)o2)S1	-0.7	-4	0.5	1	-5	-1.4	15*	1.2	-25	0.6	2
COc1cc2c(cc1NC(=O)CSc1nnc(-c3cccc(Cl)c3)n1Cc1ccco1)oc1ccccc12	-1.3	-4	.	-1	-10	-0.1	0	0.0	-1	-0.1	0
C(=N\c1nc2ccccc2n1CCN1CCCCC1)/c1ccc2c(c1)OCO2	-0.7	0	0.2	-8	5	2.5	-3	2.1	5	-0.7	1
COc1ccc(-c2cc(-c3ccc(OC)cc3)[nH]n2)cc1	-0.4	-1	-0.6	2	.	7.2	2	-1.8	-3	-0.1	3
CCOC(=O)c1cc2c(=O)n3ccccc3nc2n(CCCOC)c1=NC(=O)c1ccncc1	-1.3	1	-0.2	i	-2	-0.9	-286	0.2	-378	-0.3	2
O=C(NC1CCCC1)c1nc2c(nnn2Cc2cccc(Cl)c2)c(=O)[nH]1	-1.5	-2	0.2	-3	-2	-0.9	-3	-1.3	-2	-0.9	-1
COc1ccc2[nH]c(C)c(CCN(Cc3cccs3)C(=S)Nc3ccccc3OC)c2c1	-0.9	0	-0.2	-6	6	3.5	-62	1.3	-83	-1.0	3
CCOC(=O)C1CCN(S(=O)(=O)CCNC(=O)c2ccc3c(c2)OCO3)CC1	-1.1	2	0.5	-3	6	0.2	-1	4.8	-5	0.4	0
Oc1cccc(-c2ccc3nccn3c2)c1	-0.9	8	.	-5	-7	3.2	-20	3.5	-16	-0.3	-2
CCOc1ccccc1NC(=S)N1CCN(c2ccccc2)CC1	-0.9	-3	1.4	-3	-1	-2.6	-4	0.2	-3	0.0	5
O=C(Nc1ccc(F)cc1)c1ccccc1	-1.1	0	1.3	1	2	4.3	0	-0.8	3	1.5	5
Cc1ccc(-c2nnc(N)s2)cc1	0.5	0	2.2	-6	0	7.2	-2	-1.2	-5	1.0	2

Copied from above (two entries):
SMILES	ssDAF12 agonist	SMARCA2 activ	DAX1 inh-1	ADAM17 inh	Rev-erbA mod	hgDAF12 agonist	PLCg1 inh	hcDAF-12 act	PLC-beta3 inh	DAX1 inh-2	MBD2 inh
O=C(Nc1ccc(F)cc1)c1ccccc1	-1.1	0	1.3	1	2	4.3	0	-0.8	3	1.5	5
Cc1ccc(-c2nnc(N)s2)cc1	0.5	0	2.2	-6	0	7.2	-2	-1.2	-5	1.0	2

(continued)
SMILES	ssDAF12 agonist	SMARCA2 activ	DAX1 inh-1	ADAM17 inh	Rev-erbA mod	hgDAF12 agonist	PLCg1 inh	hcDAF-12 act	PLC-beta3 inh	DAX1 inh-2	MBD2 inh
Cc1nc(CN2CCCCC2)cc(=O)[nH]1	0.1	-1	0.0	-2	0	1.8	0	-1.0	0	0.6	6
COc1cc2ccc(C(C)=NNC(N)=S)cc2cc1OC	-0.2	-2	0.4	-15	0	6.3	-46	0.8	-58	-2.3	-2
CN(C)CCN1C(=O)c2oc3ccc(Cl)cc3c(=O)c2C1c1cccc(Br)c1 (stereo not drawn)	-1.5	-2	0.3	-17	-3	-1.1	-25	-1.2	-35	-0.6	2
COc1cc(C)ccc1OCCOc1c(C)cccc1Cl	-1.2	3	-1.0	1	3	3.8	5	0.0	8	0.5	-5
COc1ccccc1CNC(=O)C(=O)NCC1OCCN1C(=O)c1cccs1 (stereo not drawn)	-1.6	1	0.4	-2	-4	2.9	-3	-3.1	-2	-0.5	-6
COc1ccc(S(=O)(=O)N2CCCCC2)cc1NC(=O)C1COc2ccccc2O1 (stereo not drawn)	-1.7	-3	-1.2	2	-2	-1.8	3	-0.7	-5	0.0	-1
COc1ccc(Cl)cc1NC(=O)CN(C)C(C)C(=O)NCC1CCCCC1 (stereo not drawn)	-1.0	-3	1.0	3	-1	1.4	2	-0.7	1	-0.7	4
Cc1ccc(-n2c(SCC(=O)NNC(=S)Nc3ccccc3)nc3ccccc3c2=O)cc1	-1.3	-1	-0.8	12*	0	-0.6	0	2.1	-3	-2.0	7
CCOc1ccccc1NC(=O)CN1CCN(C(=O)C2CCCO2)CC1 (stereo not drawn)	-1.4	-3	0.3	-3	2	1.4	0	-2.2	-6	-1.0	1
NC(=O)c1cc([N+](=O)[O-])ccc1NCc1cccc([N+](=O)[O-])c1	-0.5	1	1.6	-3	7	1.9	0	1.1	3	-0.2	1
C/C(=N\NC(=O)C(N)=O)c1ccc(O)cc1O	-1.7	0	0.7	-5	1	-0.7	-10	-1.7	-24	-0.2	0
Cc1ccc(Cl)cc1N1CCN(C(=O)CSc2ccsc2[N+](=O)[O-])CC1	-1.9	0	0.8	1	2	-2.9	-3	-2.4	-1	-0.8	3
COc1ccccc1N1CCN(C(=O)CCC(=O)N2CCN(c3ccc(F)cc3)CC2)CC1	-1.7	-3	1.0	-8	0	-5.2	0	-2.2	2	-0.8	0
COc1cc(C)ccc1OCc1cc(C(=O)N2C[C@H]3CC[C@H]2C3)no1	-1.2	3	0.1	1	-4	0.9	-1	-1.1	-6	-0.1	5
O=C(COC(=O)Cc1ccc(S(=O)(=O)N2CCOCC2)s1)Nc1ccc([N+](=O)[O-])cc1	-1.2	3	-0.3	3	0	-1.0	3	-0.1	-8	2.8	-1
Cn1cc(CN2CCN(Cc3ccc4c(c3)OCO4)CC2)c(-c2ccccc2F)n1	-1.2	-2	1.0	-2	3	0.8	0	-0.5	-3	0.2	1
CCn1ccnc1CNC(=O)c1cc(COc2ccc(F)cc2F)on1	-1.6	1	-0.5	-4	3	1.5	0	-1.2	-6	0.1	1
CCOc1c(O)ccc(C2NC(=O)NC(C)=C2C(=O)OC)c1[N+](=O)[O-] (stereo not drawn)	-1.5	0	0.4	-1	2	0.4	-2	-1.6	1	0.5	-2
CCn1c(SCC(=O)NNC(=O)c2ccc(OC)cc2)nnc1C1CC1	-1.1	1	-0.2	0	0	2.4	-1	1.9	-5	0.0	1
Cc1ccc(C(=O)COC(=O)CNC(=O)c2cccs2)cc1C	-0.5	-1	-0.3	1	-5	-1.6	0	-0.2	2	-0.5	2
COC(=O)c1sc(NC(=S)NC(=O)c2cccc(C)c2)nc1C	-0.5	0	0.0	-1	9	3.4	-1	0.6	1	0.4	1
O=C(CSc1nnc(-c2ccccn2)o1)Nc1cccc(Cl)c1	-0.3	5	0.8	-1	-1	8.1	-3	1.4	-1	1.1	0
O=C(NCCc1ccccc1)/C(=C\c1ccc([N+](=O)[O-])cc1)NC(=O)c1ccco1	-1.4	2	0.0	0	-5	-1.6	-17	3.1	-27	-0.6	-3
O=C1OCCN/C1=C\C(=O)c1ccc(Cl)cc1	-1.9	-3	.	-7	3	0.2	-35	2.0	-43	0.0	2
COc1ccccc1C(CNC(=O)c1ccc(OCc2c(C)noc2C)cc1)N1CCCC1 (stereo not drawn)	-1.2	2	0.5	-4	-3	-0.8	-3	-2.7	-10	-1.5	-2
CC(=O)N1CCc2c(sc(NC(=O)CCS(=O)(=O)c3ccc(C)cc3)c2C(N)=O)C1	-0.2	0	-1.0	-20	2	-0.1	-5	-0.8	-25	-0.5	0
Cc1cc(C)c(NC(=S)NCC2CCN(C(C)c3ccccc3)C2)c(C)c1 (stereo not drawn)	-1.5	0	1.7	-3	7	2.2	1	-2.0	-38	-0.3	2
CCN1CCN(c2cc(C)c3cc(NC(=O)c4cccc(OC)c4)ccc3n2)CC1	-1.2	3	0.2	-1	1	1.5	-3	0.1	-13	0.1	-5
CC1=C(C(=O)Nc2ccccc2C(=O)NC2CCC(C)CC2)SCCO1 (stereo not drawn)	-1.1	-2	0.0	3	-2	2.5	2	-0.5	-9	0.9	-3
O=[N+]([O-])c1ccc(OCCCCN2CCCCC2)cc1	-1.0	1	0.1	2	0	1.8	4	-0.7	-11	0.4	1
COc1ccc(S(=O)(=O)N2CCN(CC(=O)Nc3cc(OC)cc(OC)c3)CC2)cc1	-1.4	2	-0.6	-5	0	-2.5	1	-1.1	-4	-0.3	0
COc1ccc(C(=O)C2CCCN(C(=O)C3=CCCC3)C2)cc1OC (stereo not drawn)	-1.6	-2	-1.1	-3	0	-0.9	-2	-1.5	-7	0.6	2
CCc1oc2ccccc2c1C(=O)c1cc(Br)c(O)c(Br)c1	-0.9	-6	-0.5	3	15&-1	-1.9	-110	-2.0	-172	0.8	-4
O=c1cc(C2CCCCC2)[nH]c(=O)[nH]1	-1.4	-3	1.6	0	-5	3.5	1	-2.5	2	-2.4	-3
Cc1ccc(CNC(=O)CCc2cn(C)c3ccccc23)cc1	-1.1	0	-0.8	-1	-4	-1.2	1	-1.3	-4	-0.2	-1
COc1cccc(N2CC(C(=O)Nc3ccc(F)cc3)CC2=O)c1 (stereo not drawn)	-0.8	2	1.6	-1	4	-1.8	4	-1.0	-2	-0.7	-2
Cc1ccc2nc(SCC(=O)Nc3cccc(S(=O)(=O)NC4=NCCCCC4)c3)[nH]c2c1	-1.1	-4	-0.7	-2	6	3.8	-3	-1.1	-7	-0.9	1
COc1ccc(-c2cc(C(=O)O)[nH]n2)cc1OC	-1.3	3	-0.4	-2	0	0.9	4	-0.7	4	1.8	-2

Compound activity: PubChem, several laboratories
